# Screening results: PubChem BioAssay, National Center for Advancing Translational Sciences (NCATS)
# pAkt inh: Akt phosphorylation inhibition | Neuro2A IGF-stimulated pAkt S473 HTRF, 20 min; active compounds read low | activity change, % for hits at 50 µM | 360,000 tested, 0.32% active; in the data active = activity change below about -80%; inconclusive = mostly about -51% to -80%; also: % is scaled to controls: 0 for no effect and ±100 for the full control effect
#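 Neuro2A cells (4,500/well, DMEM with 0.5% FBS) were treated with compound at a single 50 µM final concentration, stimulated with 6 nM IGF for 20 min at 37 °C, and lysed. Phospho-Akt Ser473 was read by HTRF as 665/615 ratio ×10^4.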
# HepG2 tox: HepG2 cytotoxicity, counter-screen for TGF-b inhibitors. 410,000 tested, 0.76% active. Potency, µM (top dose mostly 46.1 µM), without a hit: at the highest dose activity change, negative = cytotoxicity, usual class: cytotoxic. HepG2 CAGA-GFP viability, ATP luminescence, 18 h; also: potency is read from the fitted curve at half-maximal effect; some results filed as inactive show a strong effect at the top dose
#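 CellTiter-Glo luminescence gave cytotoxicity after 18 hours at 37 degrees C. The cells were HepG2 CAGA-GFP in 1% FBS DMEM, stimulated with 500 pg/mL TGF-beta after compound addition. %Activity was normalised to no-cell wells (complete cell-killing) and DMSO (no toxicity), and curves were fitted and classified.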
# A549 viability: A549 cytotoxicity, counter-screen for Nrf2 inhibitors; A549 ARE-Fluc cells, CellTiter-Fluor viability, 18-24 h; Potency, µM (highest dose often 46 µM), for inactives: at the top dose activity change, negative = cytotoxicity, most hits filed as inhibitors; 390,000 tested, 0.16% active; AID 504648; also: potency is read from the fitted curve at half-maximal effect; % is scaled to controls: 0 for no effect and ±100 for the full control effect
#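 A549 ARE-Fluc cells in 5% FBS OPTI-MEM, 5000 cells/well, rested 2 h then exposed to compounds in concentration-response for 18-24 h at 37 °C. Viability by CellTiter-Fluor fluorescence (Ex 405/Em 525) after 30 min; luciferase luminescence (BugLite, 15 min, RT) read afterwards.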
# CCT modulator: cytosolic chaperonin activity modulation | purified chaperonin ATPase assay, HTRF ADP detection, 30 min | activity change, % (no concentration beside the values), hits read low | 360,000 tested, 0.3% active | AID 651819; in the data active = activity change below about -30%; also: % is scaled to controls: 0 for no effect and ±100 for the full control effect
#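 We incubate TRiC, 40 or 20 nM final, with library compounds at 76 uM and 10 uM ATP for 30 min at 37 °C. ADP formed is detected with Transcreener HTRF reagents after 30 min at room temperature.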
# MmCpn inh: M. maripaludis TRiC chaperonin inhibition; purified Mm-Cpn ATPase, ADP Transcreener TR-FRET; AID 504842; Potency, µM (highest dose often 76.9 µM), for inactives: top-dose activity, negative = inhibition, hits mostly inhibitors; 330,000 tested, 0.031% active; also: potency is read from the fitted curve at half-maximal effect; % is scaled to controls: 0 for no effect and ±100 for the full control effect; nearly all actives have a fitted effect of over 80% in size
#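 Measured: ADP formation by purified Mm-CPN. Conditions: 25 nM protein, 10 uM ATP, Tris pH 7.4 with Mg2+, K+ and DTT, 37°C for 30 min. Detection: Transcreener HTRF after 30 min at room temperature.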
# Nrf2 ARE act: activators of Nrf2 (ARE) signaling. AID 624171. 410,000 tested, 0.31% active. AREc32 ARE-luciferase reporter (MCF7-derived line), luminescence, 24 h. Potency, µM (titrated, usually from 46.1 µM), inactives show top-dose activation, actives largely listed as activators; also: potency is read from the fitted curve at half-maximal effect; % of control where 0% means no effect; nearly all actives have a fitted effect of over 65% in size
#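 ARE activation measured as luciferase luminescence (Steady-Glo, 30 min RT) in AREc32_Fluc cells after 24 hr compound exposure at 37 deg C, 5% CO2; cells seeded overnight at 1000/well in OPTI-MEM, 5% FBS.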
# Abeta rescue: restores growth of yeast expressing A-beta42 peptide. Potency, µM (highest dose often 46.1 µM), inactives show at the highest dose growth rescue, usual class: activators. 410,000 tested, 0.063% active. yeast expressing A-beta42, growth rescue, OD600, 48 h; response scale: 0% DMSO, 100% iron-clioquinol control; also: potency is read from the fitted curve at half-maximal effect; nearly all actives have a fitted effect of over 55% in size
#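 Growth rescue measured by 600 nm absorbance after 48 h yeast culture at 30 C with compound. Values normalized between DMSO and an equimolar ferric chloride plus clioquinol control.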
# TGFb inhibitor: inhibitors of TGF-b signaling; 410,000 tested, 1.2% active; Potency, µM (doses to about 46.1 µM), inactives show at the top dose activity, negative = inhibition, actives largely listed as inhibitors; HepG2 CAGA-GFP TGF-b/SMAD3 reporter, GFP fluorescence, 18 h; TGF-beta stimulated, 500 pg/mL final; also: potency is read from the fitted curve at half-maximal effect; % is scaled to controls: 0 for no effect and ±100 for the full control effect; nearly all actives have a fitted effect of over 65% in size
#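 GFP signal (ex488/em500-530) from TGF-beta-stimulated HEPG2 CAGA-GFP cells, 500 pg/mL final, 18 h at 37 degrees C in DMEM plus 1% FBS, normalized to unstimulated and DMSO-stimulated controls.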
# Nrf2 inh: Nrf2 pathway inhibition; Potency, µM (series often up to 46 µM), for the others: at the top dose activity change, negative = inhibition, most hits filed as inhibitors; AID 504444; A549 ARE-Fluc reporter, luciferase luminescence, 18-24 h; 360,000 tested, 2.1% active; also: potency is read from the fitted curve at half-maximal effect; % is scaled to controls: 0 for no effect and ±100 for the full control effect; nearly all actives have a fitted effect of over 60% in size
#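 Quantitative HTS in A549 cells stably bearing an antioxidant response element-firefly luciferase construct. Inhibition of Nrf2-driven transcription was scored by luminescence after 18-24 h of compound exposure at 37 °C.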
# An asterisk follows results filed as active; i = inactive; ? = inconclusive; · = not tested or not shown; [ ] = another dose, or the depositor's remark. Unless noted, calls follow the shape of the dose curve; as a rule, active = well fitted curve in the direction sought with a large enough effect; inconclusive = small, poorly fitted or top-dose-only effect, or another doubt; inactive = no such curve, though single readings can be large; an effect the other way counts as inactive or inconclusive.
no. | smiles | Nrf2 ARE act | Nrf2 inh | CCT modulator | HepG2 tox | MmCpn inh | pAkt inh | TGFb inhibitor | A549 viability | Abeta rescue
1 | COc1cccc(-c2cc(C(=O)NCCN3CCOCC3)no2)c1 | 0.0% | 11% | -1.7 | 4% | 1% | i | 9% | -5% | 15%
2 | Cc1ccc(NC(=S)Nc2cccc3cnccc23)cc1 | -0.8% | 7% | -3.7 | -17% | 4% | i | -30% | 0% | 13%
3 | O=C(OCC(=O)N1CCCC1)c1c(Cl)cccc1Cl | ? | 8% | -2.5 | -9% | 1% | i | -6% | 0% | 6%
4 | COCCCNC(=S)N1CCN(c2nc(C)nc3sc4c(c23)CCCC4)CC1 | 3.4% | -37% | -0.5 | -31% | -1% | i | ? | -5% | -21%
5 | CCNC(=O)C1(C)CCCN(C(=O)c2csc3ccccc23)C1 (stereo not given) | -0.1%[9.22 µM] | · | 0.4 | -2% | · | i | 15% | · | ?
6 | Cc1c(C(=O)Nc2ccc(F)cc2)oc2ccc(S(=O)(=O)N3CC(C)CC(C)C3)cc12 (stereo not given) | -0.5% | 7.3µM* | -0.9 | -8% | 0% | i | ? | -15% | -14%
7 | CCc1ccc(NS(=O)(=O)c2ccc(OC)c3ncccc23)cc1 | -0.3% | 4% | 0.4 | -1% | -6% | i | 6% | -1% | -5%
8 | COc1ccc(-c2coc3c(C(=O)NCc4ccc(C(F)(F)F)cc4)cccc23)c(C)c1 | 0.2% | · | -0.2 | -32% | · | i | -14% | · | 0%
9 | C=CCNC(=O)c1c(O)c2cccc3c2n(c1=O)CCC3 | 5.7% | -19% | 1.7 | -19% | 0% | i | -16% | 8% | -6%
10 | CCC(NC(=O)Nc1cccc(C)c1)c1c(-n2cccc2)sc2c1CCN(C)C2 (stereo not given) | 5.5% | 27% | · | -40% | · | · | ? | -11% | -11%
11 | Cc1c(CCO)c(=O)n2c([nH]c3ccccc32)c1C#N | 7.5% | -15% | -0.2 | -13% | -8% | i | -4% | -9% | -8%
12 | CC12C(=O)N(c3nccs3)C(=O)C1(C)C1CCC2O1 (stereo not given) | 6.4% | ? | -2.1 | -21% | · | i | ? | ? | -4%
13 | CCCN1CCN(C(=O)C(NC(=O)c2ccco2)C(C)C)CC1 (stereo not given) | -0.2% | 6% | -1.3 | -4% | 0% | i | ? | 9% | -4%
14 | CCOCCOCCC(C(=O)OCC)P(=O)(c1ccccc1)c1ccccc1 (stereo not given) | -0.2% | 4% | 0.3 | -7% | -1% | i | -3% | 4% | -2%
15 | Cc1ccc(C)c(NC(=O)c2cc(-c3ccccc3)nn2-c2ccccc2)c1 | -0.4% | ? | -1.3 | -37% | 0% | i | -27% | ? | 3%
16 | CCN1C(=O)C(CC(=O)Nc2ccc(OC)cc2)N(CCc2ccc(OC)cc2)C1=S (stereo not given) | 16% | ? | -0.9 | -9% | -4% | i | ? | ? | 9%
17 | O=C(Nc1ccc(Cl)cc1)C1CCCCN1S(=O)(=O)c1ccccc1 (stereo not given) | 4.2% | ? | -4.4 | -8% | -1% | i | ? | -15% | -16%
18 | O=C(OCC(=O)N(Cc1ccccc1)Cc1ccccc1)c1ccccc1NCCO | 0.5% | 14% | 1.9 | 5% | -4% | i | -4% | -1% | 4%
19 | FC(F)(F)C(F)(F)c1nnc2ccc(-n3ccnc3)nn12 | 0.2% | 7% | -0.4 | 2% | 2% | i | 15% | 3% | 0%
20 | COc1ccc(C(=O)c2sc3nc(C)cc(-c4cccs4)c3c2N)cc1 | ? | ? | -1.2 | -22% | -4% | i | 45%[activator] | ? | 10%
21 | COc1cccc(NC(=O)CCS(=O)(=O)c2cc3c(cc2Cl)NC(=O)CO3)c1 | -0.7% | 10% | -1.9 | -1% | 1% | i | 3% | 1% | -2%
22 | CCc1nc(N2CCCCC2C)c2oc3ccccc3c2n1 (stereo not given) | 0.0% | ? | -2.4 | -57% | · | i | -14% | ? | 19%
23 | CCCC(=O)NC(Nc1ccc(S(=O)(=O)Nc2ncccn2)cc1)(C(=O)OCC)C(F)(F)F (stereo not given) | 0.2% | 17% | -1.1 | 3% | 1% | i | -9% | -5% | -3%
24 | CC1CCN(S(=O)(=O)c2ccc(NC(=O)CN3CCN(c4ccccc4)CC3)cc2)CC1 | 0.2% | ? | 2.3 | -12% | 0% | i | -6% | -9% | 5%
25 | CC(NCc1ccccc1Cl)C(=O)Nc1ccc(C#N)cc1 (stereo not given) | 2.4% | -4% | -0.7 | 1% | -5% | i | 0% | 2% | 14%
26 | O=C(NC(c1ccc(Cl)cc1)c1c(O)ccc2ccccc12)c1ccccc1 (stereo not given) | 9.3% | 12µM* | 2.5 | 18µM* | -1% | i | 11µM* | ? | 0%
27 | CC(C)Nc1ncnc2c1ncn2[C@H]1CN(C2CCCC2)C[C@@H](CO)O1 | -0.9%[9.22 µM] | · | -0.4 | 12% | · | i | 29% | · | 14%
28 | COc1cccc(-n2nnnc2SCC(=O)Nc2ccccc2OC)c1 | 1.5% | -27% | 0.4 | -11% | 0% | i | 4% | 7% | -5%
29 | Cc1cccc(NC(=O)COc2coc(CN3CCN(Cc4ccccc4)CC3)cc2=O)c1 | 1.5% | ? | -1.2 | -51% | -2% | i | -26% | 0% | 2%
30 | c1csc(-c2nn3c(C4COc5ccccc5O4)nnc3s2)c1 (stereo not given) | 12% | 9% | -4.8 | -15% | -6% | i | -19% | 3% | -23%
31 | O=C(Nc1ccc(OC(F)(F)F)cc1)NC1CCC(Oc2ccc(C(=O)O)cc2)CC1 (stereo not given) | 0.4% | -7% | -2.7 | -2% | 0% | i | 0% | -5% | -1%
32 | O=C(OCC1CCCO1)c1ccc2c(c1)N(Cc1ccccc1)C(=O)c1ccccc1S2(=O)=O (stereo not given) | 0.1% | ? | · | 0% | · | · | ? | -7% | -11%
33 | O=C(CSc1nncs1)Nc1cccc2ccccc12 | 10% | 21% | 0.7 | -2% | 0% | i | 0% | 7% | -3%
34 | COc1ccc(-n2c(=S)[nH]c3cc(C(=O)Nc4cccc(C)c4)ccc3c2=O)cc1 | -0.3% | -2% | -6.1 | -13% | -2% | i | 0% | 2% | -1%
35 | CCSc1nc2ccccc2n1C(=O)c1ccc(S(=O)(=O)N2CCCCCC2)cc1 | -0.4% | -4% | -0.3 | 14% | -3% | i | -2% | 9% | 4%
36 | COc1cccc(CNC(=O)C2CCN(c3nnc(N4CCCC4=O)s3)CC2)c1 | -1.1% | 4% | -0.6 | -22% | 2% | i | -7% | -3% | -4%
37 | CC(C)[C@H](NC(=O)c1ccccc1F)C(=O)NNC(=O)c1cccs1 | -1.0% | -19% | -1.4 | -1% | -3% | i | -6% | -6% | 5%
38 | C=CC(=O)NC1CC2CCC1(C)C2(C)C (stereo not given) | -0.3% | -9% | 2.8 | -4% | -1% | i | -5% | 3% | -2%

# Taken from above:
# For HepG2 tox, `CC(C)[C@H](NC(=O)c1ccccc1F)C(=O)NNC(=O)c1cccs1` has -1%
# For CCT modulator, `CCSc1nc2ccccc2n1C(=O)c1ccc(S(=O)(=O)N2CCCCCC2)cc1` has -0.3
# For Nrf2 ARE act, `O=C(OCC1CCCO1)c1ccc2c(c1)N(Cc1ccccc1)C(=O)c1ccccc1S2(=O)=O` (stereo not given) has 0.1%
# For MmCpn inh, `O=C(Nc1ccc(OC(F)(F)F)cc1)NC1CCC(Oc2ccc(C(=O)O)cc2)CC1` (stereo not given) has 0%
# For CCT modulator, `COc1cccc(CNC(=O)C2CCN(c3nnc(N4CCCC4=O)s3)CC2)c1` has -0.6
# For Nrf2 inh, `C=CC(=O)NC1CC2CCC1(C)C2(C)C` (stereo not given) has -9%

# 3 of the entries above in order of their number in Nrf2 inh, smallest number first.
item | canonical_smiles | Nrf2 inh
37 | CC(C)[C@H](NC(=O)c1ccccc1F)C(=O)NNC(=O)c1cccs1 | -19%
25 | CC(NCc1ccccc1Cl)C(=O)Nc1ccc(C#N)cc1 (stereo not given) | -4%
30 | c1csc(-c2nn3c(C4COc5ccccc5O4)nnc3s2)c1 (stereo not given) | 9%
